# PTHR1 ag: PTHR1 (human) receptor agonism. Q03431. HEK293 GP2 PTHR1 cells, GloSensor cAMP luminescence, 1 h. Potency, µM (doses to about 115 µM), for the others: top-dose activation, hits mostly activators. 410,000 tested, 0.075% active. AID 743266; further: potency means the concentration at half of the fitted maximal effect; nearly all actives have a fitted effect of over 55% in size; some results filed as inactive show a strong effect at the top dose; inactives centre near -15; many of its hits are not listed in these tables
# Target sequence (Q03431 whole entry, looked up): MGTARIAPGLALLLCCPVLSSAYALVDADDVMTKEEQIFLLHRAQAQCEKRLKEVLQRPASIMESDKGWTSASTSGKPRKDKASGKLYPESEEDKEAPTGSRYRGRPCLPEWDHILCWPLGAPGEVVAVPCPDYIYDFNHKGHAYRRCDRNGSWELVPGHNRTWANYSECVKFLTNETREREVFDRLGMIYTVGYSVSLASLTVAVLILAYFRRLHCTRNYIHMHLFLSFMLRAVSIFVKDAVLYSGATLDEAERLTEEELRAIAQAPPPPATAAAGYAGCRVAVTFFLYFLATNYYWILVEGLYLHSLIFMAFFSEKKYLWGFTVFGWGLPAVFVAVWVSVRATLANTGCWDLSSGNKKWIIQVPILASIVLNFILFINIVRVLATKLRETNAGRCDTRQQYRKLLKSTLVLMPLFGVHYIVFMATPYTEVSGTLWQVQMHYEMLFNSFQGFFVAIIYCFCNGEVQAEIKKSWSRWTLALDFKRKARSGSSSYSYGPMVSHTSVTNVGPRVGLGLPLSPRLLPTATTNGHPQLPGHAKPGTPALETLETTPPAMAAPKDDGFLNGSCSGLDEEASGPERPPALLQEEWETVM
#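 HEK-293-derived GP2 cells expressing PTHR1 and a GloSensor cAMP reporter, 3,000/well, plated overnight, given luciferin plus IBMX (each 0.5 mM as added) for 1 h at 37 °C, then compound for 1 h at 37 °C. Luminescence was read after 15 min at room temperature.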
# aSyn yeast inh: alpha-synuclein toxicity inhibition in yeast; Yeast expressing alpha-synuclein, growth rescue, BacTiter-Glo, 24 h; Potency, µM (titrated, usually from 46.1 µM), for the others: at the top dose growth rescue (activation), hits mostly activators; 370,000 tested, 0.14% active; AID 652106; further: potency means the concentration at half of the fitted maximal effect; % of control where 0% means no effect; nearly all actives have a fitted effect of over 65% in size
#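 Readout is rescue of growth in alpha-synuclein-expressing yeast, so inhibitors of toxicity appear as activators. Growth after 24 hr at 30 deg C in galactose medium is quantified by luminescence.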
# Akt phos inh: inhibitors of Akt phosphorylation. Neuro2A IGF-stimulated pAkt S473 HTRF, 20 min; stronger effect = lower value. activity change, % for hits at 50 µM. 360,000 tested, 0.32% active; in the data active means activity change below about -80%; inconclusive means mostly about -51% to -80%; further: on the % scale 0 is the no-effect control and ±100 the full control effect
#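 Single-point screen (50 µM final compound) in Neuro2A cells stimulated 20 min with 6 nM IGF at 37 deg C. After lysis, Ser473-phosphorylated Akt read by HTRF (ex 330 nm, em 615/665 nm) as the 665/615 ratio.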
# HEK293 tox: cytotoxicity counter-screen for GLP-1 receptor inverse agonists; HEK293 cAMP-luciferase reporter cells, luminescence, 24 h; Potency, µM (highest dose often 38.3 µM), for inactives: at the highest dose activity change, negative = inhibition, actives largely listed as inhibitors; 410,000 tested, 0.13% active;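 further: loss of luciferase light is scored as toxicity; potency means the concentration at half of the fitted maximal effect; on the % scale 0 is the no-effect control and ±100 the full control effect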
#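 Compound-treated cells are incubated 24 hr at 37 deg C under 5% CO2 after a 12 hour attachment period, then luciferase detection reagent is added and luminescence is measured following 12 min at room temperature; lowered signal indicates toxicity.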
# MmCpn inh: blocks the Methanococcus maripaludis chaperonin Mm-Cpn; purified Mm-Cpn ATPase, ADP Transcreener TR-FRET; Potency, µM (doses to about 76.9 µM), without a hit: at the highest dose activity, negative = inhibition, most hits filed as inhibitors; 330,000 tested, 0.031% active; AID 504842; further: potency means the concentration at half of the fitted maximal effect; on the % scale 0 is the no-effect control and ±100 the full control effect; nearly all actives have a fitted effect of over 80% in size
#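 Compound-treated chaperonin, 25 nM final, turns over 10 uM ATP at 37°C for 30 min following a 10 min preincubation; ADP generated competes with ADP-d2 for Eu-cryptate antibody, lowering FRET.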
# FUS suppressor: suppressors of FUS proteinopathy in yeast | S. cerevisiae FUS-expressing, growth rescue, OD600, 24 h | Potency, µM (series often up to 76.6 µM), inactives show at the highest dose growth rescue (activation), usual class: activators | 390,000 tested, 0.24% active | AID 1347120;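 further: potency means the concentration at half of the fitted maximal effect; plate controls were DMSO vehicle for no effect and reference control for full effect; nearly all actives have a fitted effect of over 55% in size; some results filed as inactive show a strong effect at the top dose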
#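 Steps: raffinose overnight preculture; dilution to OD 0.005 in 2% galactose minimal medium; compound addition (concentration series); 24hr at 30C, 99% humidity; absorbance read at 600 nm.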
# GLP-1R inv ag: acts as inverse agonist at human GLP-1 receptor. P43220. 410,000 tested, 1.6% active. HEK293 GLP-1R CRE-luciferase, luminescence, 24 h; GLP-1R form is constitutively active. Potency, µM (top dose mostly 38.3 µM), without a hit: top-dose activity change, negative = inhibition, hits mostly inhibitors; further: potency means the concentration at half of the fitted maximal effect; on the % scale 0 is the no-effect control and ±100 the full control effect; nearly all actives have a fitted effect of over 55% in size
# Target sequence (P43220 whole entry, looked up): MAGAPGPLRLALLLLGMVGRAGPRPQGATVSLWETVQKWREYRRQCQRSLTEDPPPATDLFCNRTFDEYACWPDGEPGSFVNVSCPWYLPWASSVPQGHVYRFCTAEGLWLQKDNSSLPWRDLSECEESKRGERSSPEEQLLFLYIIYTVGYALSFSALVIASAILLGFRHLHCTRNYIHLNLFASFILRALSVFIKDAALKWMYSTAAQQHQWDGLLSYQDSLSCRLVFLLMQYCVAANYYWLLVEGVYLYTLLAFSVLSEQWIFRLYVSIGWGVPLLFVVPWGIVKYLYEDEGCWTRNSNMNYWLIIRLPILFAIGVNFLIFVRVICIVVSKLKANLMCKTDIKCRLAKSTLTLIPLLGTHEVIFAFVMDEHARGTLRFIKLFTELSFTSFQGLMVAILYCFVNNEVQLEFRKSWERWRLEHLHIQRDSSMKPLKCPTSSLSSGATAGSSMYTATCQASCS
#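 Assay principle: reduced luminescence from a cAMP-responsive reporter in HEK293 cells co-expressing a constitutively active GLP-1R. Conditions: 24 hr compound incubation, 37 deg C, 5% CO2.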
# Abeta rescue: restores growth of yeast expressing A-beta42 peptide; yeast expressing A-beta42, growth rescue, OD600, 48 h; response scale: 0% DMSO, 100% iron-clioquinol control; Potency, µM (highest dose often 46.1 µM), for inactives: top-dose growth rescue, usual class: activators; 410,000 tested, 0.063% active; AID 1347071; further: potency means the concentration at half of the fitted maximal effect; nearly all actives have a fitted effect of over 55% in size
#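 Yeast A-beta toxicity model in growth medium with pinned compounds, 48 h at 30 C; growth read as absorbance at 600 nm. Normalized to FeCl3/clioquinol equimolar mix (positive) and DMSO (negative).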
# TDP-43 yeast inh: TDP-43 toxicity inhibition in yeast. TDP-43 expressing yeast growth rescue, BacTiter-Glo, 24 h. Potency, µM (titrated, usually from 46.1 µM), without a hit: at the top dose growth rescue (activation), actives largely listed as activators. 410,000 tested, 1.8% active; further: potency means the concentration at half of the fitted maximal effect; % of control where 0% means no effect; nearly all actives have a fitted effect of over 50% in size
#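 Growth rescue of TDP-43-toxic yeast measured as ATP luminescence (BacTiter-Glo). Cells grown to mid-log in raffinose, induced in galactose at OD600=0.02, exposed to compound 24 hr at 30 deg C.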
# * hit, by the source's call; i = inactive; u = inconclusive; x = not tested or not shown; & = joins results of further samples; [ ] = dose if it differs, or a comment. Unless noted, the call rests on the fitted dose curve; in most records, active means well fitted curve in the direction sought with a large enough effect; inconclusive means small, poorly fitted or top-dose-only effect, or another doubt; inactive means no such curve, though single readings can be large; an effect the other way counts as inactive or inconclusive. These rows are one share of the data, so the mix of outcomes need not match the whole.
SMILES | PTHR1 ag | aSyn yeast inh | Akt phos inh | HEK293 tox | MmCpn inh | FUS suppressor | GLP-1R inv ag | Abeta rescue | TDP-43 yeast inh
COc1ccc(Cn2nnnc2C(c2cc(OC)ccc2OC)N2CCC(C(N)=O)CC2)cc1 (configuration not stated) | -8.3% | -3.0% | i | -25.6% | 0.3% | -0.8% | 0.4% | -15.9% | -13.7%
Cc1cc(C)cc(NC(=O)CCCN2C(=O)C(c3ccccc3)Oc3cccnc32)c1 (configuration not stated) | -82.3%[inhibitor] | 5.9% | i | -9.7% | -2.2% | 0.6% | u | 11.8% | 8.6%
CC(C)(C)c1ccc(C(=O)Nc2ccc(CC(=O)O)cc2)o1 | -18.7% | -12.5% | i | 10.3% | -0.2% | -6.1% | 7.9% | -5.2% | -10.9%
Cn1c(NNC(=O)c2c(F)cccc2F)cc(=O)n(C)c1=O | i | 2.8% | i | 5.8% | 1.9% | -21.5% | 5.2% | 8.1% | 9.6%
Fc1ccc2c(c1)C(c1ccc(N3CCOCC3)cc1)=NNC(c1cccs1)=N2 | 18.7%[57.5 µM] | -10.0% | i | -16.2% | 0.3% | 33.3% | u | 10.0% | u
C=CCN(CC=C)Cc1cc(=O)oc2ccccc12 | 1.7% | -8.5% | i | 4.4% | x | -14.6% | 0.6% | 0.6% | 0.0%
Cc1ccc(S(=O)(=O)NCCCCCCNS(=O)(=O)c2ccc(C)cc2)cc1 | -38.3%[inhibitor] | 15.5% | i | -14.9% | x | 15.1% | u | -3.9% | 14.8%
COc1cccc(CNC(=O)c2ccc(COc3ccccc3)cc2)c1 | -52.6%[inhibitor] | 2.6% | i | -3.5% | -4.4% | x | u | -12.9% | -3.6%
C=CCN(Cc1nc(-c2cc(OC)c3c(c2)OCO3)oc1C)C1CCS(=O)(=O)C1 (configuration not stated) | -5.3% | 5.7% | i | -0.4% | 2.0% | 3.6% | 22.1% | 14.6% | 11.2%
COc1ccc(C[C@H](N)C(=O)N[C@H]2[C@@H](O)[C@H](n3cnc4c(N(C)C)ncnc43)O[C@@H]2CO)cc1 | -10.8% | -2.3% | i | -8.7% | -3.3% | -23.7% | 3.7% | -4.7% | 20.0%
Cn1ccnc1SCC(=O)NCC(=O)Nc1ccc(F)c(F)c1F | i | -6.7% | i | -16.7% | -0.5% | x | 0.5% | -11.5% | 2.4%
COc1ccc(NC(=O)CSc2oc(-c3cccs3)nc2S(=O)(=O)c2ccc(C)cc2)c(OC)c1 | -2.1% | x | x | 3.4% | x | 30.2% | -15.4% | -0.4% | 15.3%
CCOc1cc(N2CCOCC2)c(OCC)cc1NC(=O)COC(=O)c1ccc([N+](=O)[O-])o1 | i | -34.1%[inhibitor] | i | 11.9% | -1.0% | 5.7% | 11.3% | -72.3%[inhibitor] | -71.0%[inhibitor]
CCOC(=O)c1cnc2c(C)c(Cl)ccc2c1Nc1ccc(C)cc1C | -19.1% | x | x | 4.4% | x | -3.2% | 15.0% | -23.0% | -10.6%
CC(=O)c1ccc(OCC(O)CN(C)CCOc2ccc(Br)cc2)cc1 (configuration not stated) | -17.8% | 1.3% | i | 9.9% | 1.0% | 2.6% | 10µM* | 1.4% | -10.2%
Cc1ccccc1C(=O)Nc1ccnn1C1CCN(Cc2cnn(C)c2)CC1 | -27.8% | -5.8% | i | 4.6% | -0.8% | x | 10.3% | 0.0% | 3.4%
Cc1ccccc1N1C(=O)c2cccc([N+](=O)[O-])c2C1=O | i | 1.3% | i | -6.8% | u | 21.0% | 14.2% | -18.2% | -1.1%
CC(=O)NC(=S)Nc1cc(C(F)(F)F)ccc1N1CCOCC1 | -36.0%[inhibitor] | -0.7% | i | 2.3%[1.53 µM] | -0.3% | 30.7% | u | u | u
CCOC(=O)CCCNC(=O)CCNC(=O)c1ccc(OCC(C)C)cc1 | -10.8% | -11.4% | i | 1.3% | -4.6% | -1.5% | 7.6% | -1.7% | -21.1%
CCCC(=O)N1CCN(c2nc3ccc(F)cc3s2)CC1 | -35.4%[inhibitor] | x | x | 4.2% | x | 12.8% | u | -11.7% | u
CCOc1ccccc1NC(=O)c1c(NC(=O)c2cccc(C)c2)sc2c1CCCC2 | -15.0% | x | x | -21.7% | x | -19.6% | 6.9% | -7.7% | 18.9%
Cc1ccc(C(=O)C(C)OC(=O)Cn2cnc3c2c(=O)n(C)c(=O)n3C)cc1 (configuration not stated) | i | 0.8% | i | -7.6% | -0.5% | 21.2% | 2.2% | 8.6% | -19.5%
COc1ccc(OC)c(CCNC(=O)c2ccc3c(c2)N(Cc2ccccc2)CCS3)c1 | -36.5%[inhibitor] | 0.2% | i | -12.5%&-8.6% | -2.9% | 12.7%&33.2% | u | -8.1%&11.2% | 6.5%&12.8%
O=C(c1ccccc1)N1CCc2cc(CNS(=O)(=O)c3ccccc3Cl)ccc21 | -40.6%[inhibitor] | x | x | -18.1% | x | 2.7% | 13.0% | 15.1% | 12.8%
COc1ccc(C(=O)N2CCOC2CNC(=O)C(=O)NCc2ccccc2)cc1 (configuration not stated) | -8.9% | 1.8% | i | 0.0% | x | -37.4% | 15.1% | -10.6% | -20.0%
Cc1c(Br)c([N+](=O)[O-])nn1C(C)C(=O)NCC1CCCO1 (configuration not stated) | i | -1.1% | i | -3.8% | 1.0% | -19.6% | -5.9% | 3.3% | 8.2%
Cc1cccc(N2CCN(C(=O)C3CCCCC3)CC2)c1C | -19.9%[57.5 µM] | -4.1% | i | 5.8% | 2.5% | 17.7% | 10µM* | -17.3% | u
O=C(CCSc1nnc2scc(-c3ccccc3)n12)NCc1ccc2c(c1)OCO2 | -13.3% | 1.8% | i | u | -1.6% | 18.0% | 108.2%[activator] | 29.8% | 6.7%
COCCNC(=O)C1(C)CCCN(C(=O)c2cccc(C#N)c2)C1 (configuration not stated) | -4.9% | 0.1% | i | 6.5% | x | -33.7% | 15.5% | -11.5% | 8.8%
CCOC(=O)c1c(C)[nH]c(C)c1S(=O)(=O)NCC(=O)Nc1cccc(Cl)c1 | -27.6% | x | x | 1.2% | x | 6.4% | -17.0% | -9.0% | 24.1%
CCN(CC(=O)Nc1ccc2c(c1)OCCO2)C(=O)c1ccc(C)c(S(=O)(=O)N2CCOCC2)c1 | i | -5.9% | i | 13.8% | -2.4% | 8.8% | 10.1% | -4.2% | 3.8%
CCN1CCN(S(=O)(=O)c2ccc(Cl)c(C(=O)N(C)CC(=O)Nc3c(C)cccc3C)c2)CC1 | -9.5% | 0.7% | i | -4.1% | x | -14.8% | 11.3% | -12.1% | 13.1%
CCOC(=O)N1CCN(C(=O)Nc2ccccc2Cl)CC1 | 18.7% | 0.1% | i | 0.8% | 1.5% | 3.3% | -2.0% | -16.4% | -22.3%
O=C(CSc1nncn1-c1ccccc1)Nc1cc(Cl)cc(Cl)c1 | i | 2.7% | x | 10.0% | -2.2% | -6.7% | -5.2% | 10.8% | -1.1%
COc1cc(C2c3c(oc4ccccc4c3=O)C(=O)N2CCN2CCOCC2)cc(OC)c1OC (configuration not stated) | i | -2.5% | i | -3.3% | -0.5% | 2.2% | -22.9% | 0.4% | -0.9%
COc1ccc(Oc2ccc(C(F)(F)F)cc2NC(=O)CC(CC(=O)O)c2ccccc2)cc1 (configuration not stated) | -49.6%[inhibitor] | -14.4% | i | -1.0% | 1.5% | 59.4% | -2.0% | -5.9% | -19.0%
CC(=O)c1ccc(N2CCN(c3ccc(S(=O)(=O)NCCN(C)C)cc3[N+](=O)[O-])CC2)cc1 | i | 1.8% | i | 2.0% | 1.9% | 1.7% | -18.2% | 1.3% | 14.4%
COP(=O)(OC)C(Nc1ccc(C)cc1)c1ccc(Br)cc1 (configuration not stated) | i | 4.5% | i | -4.2% | x | 17.4% | u | 25.6% | x
O=[n+]1cc(-c2ccccc2)n([O-])c2c1CCCCC2 | i | 7.0% | i | -18.0% | -0.7% | x | -3.4% | 9.5% | 16.6%
COc1ccccc1OCC(=O)NNC(=O)c1c(-c2ccccc2Cl)noc1C | i | -1.7% | i | -2.4%[7.66 µM] | 1.1% | 0.9% | -3.9%[7.66 µM] | 7.7% | 9.1%[9.22 µM]
Cc1ccc(N2C(=O)C(Cc3ccc(O)cc3)NC2=S)cc1C (configuration not stated) | i | -5.4% | i | 6.5% | 1.1% | x | -24.5% | 5.8% | 12.5%
COc1cccc(CN(C)C(=O)c2cc(S(=O)(=O)N3CCN(c4ccccc4)CC3)ccc2Cl)c1 | -34.3%[inhibitor] | 6.0% | i | 7.8% | -2.1% | 26.7% | u | 2.6% | 22.6%
CCOC(=O)C1(CCOc2ccccc2)CCN(Cc2ccc(C)o2)CC1 | -29.9% | -0.4% | i | 1.0% | -3.1% | 13.6% | -14.2% | -16.2% | 1.4%
FC(F)(F)c1ccc(CN2C[C@@H]3C(c4ccc(C(F)(F)F)cc4)C4(c5cccnc5)CC3(C4)[C@H]2c2ccccc2)cc1 (some centres not stated) | -16.2% | -14.8% | i | 2.8% | -3.7% | 21.2% | -12.2% | u | 0.0%
COc1cccc(CNC(=O)CSc2nc(=O)n(Cc3ccncc3)c3c2CCC3)c1 | i | 1.0% | i | -3.5% | -2.8% | -1.1% | -4.4% | -0.3% | -3.4%
